FLuc modulator – firefly luciferase modulation, counter-screen for miR-21 project. AID 588342. purified FLuc, Km substrates, luminescence inhibition. P08659. Potency, µM (top dose mostly 57.5 µM), for inactives: at the top dose activity change, negative = inhibition, usual class: inhibitors. actives 6.9% (n = 360,000); active = well fitted inhibition curve with a large enough effect; inconclusive = small, poorly fitted or top-dose-only effect;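 note: plate controls were vehicle for no effect and reference inhibitor for full effect; nearly all actives have a fitted effect of over 55% in size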
Target sequence (P08659 whole entry, looked up): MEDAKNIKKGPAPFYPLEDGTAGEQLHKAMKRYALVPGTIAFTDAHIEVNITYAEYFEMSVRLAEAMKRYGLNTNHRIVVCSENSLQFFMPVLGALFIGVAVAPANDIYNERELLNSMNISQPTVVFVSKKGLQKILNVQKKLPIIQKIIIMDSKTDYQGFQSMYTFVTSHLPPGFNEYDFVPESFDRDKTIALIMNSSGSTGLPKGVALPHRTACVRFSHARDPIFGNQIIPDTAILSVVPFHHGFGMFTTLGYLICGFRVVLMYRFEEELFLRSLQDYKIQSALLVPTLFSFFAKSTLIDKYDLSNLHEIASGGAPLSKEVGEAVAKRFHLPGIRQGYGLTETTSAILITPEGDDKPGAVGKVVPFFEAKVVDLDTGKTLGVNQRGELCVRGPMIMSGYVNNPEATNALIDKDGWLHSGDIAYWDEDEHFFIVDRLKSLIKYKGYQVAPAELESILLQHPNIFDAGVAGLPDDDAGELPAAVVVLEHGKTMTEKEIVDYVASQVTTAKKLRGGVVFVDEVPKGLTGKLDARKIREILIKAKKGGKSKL
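Purified P. pyralis luciferase, 10 nM final, with Km-level 10 uM D-luciferin and 10 uM ATP in 50 mM Tris acetate pH 7.5, 10 mM Mg acetate, 0.01% Tween-20, 0.05% BSA; 6-point qHTS titration about 60 µM downward; luminescence read.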
Starred values were filed as active, the others as inactive; ? = inconclusive. Potency is the fitted concentration of half-maximal effect. An excerpt. The share of hits here may be higher or lower than overall.

smiles,FLuc modulator
Clc1cccc(-c2noc3ncnc(NC4CCCCC4)c23)c1,?
CCOC(=O)c1c(C)[nH]c(CCC(=O)NCc2ccc(F)cc2)c1C,-1.2%
O=C(OCc1ccco1)c1ccc2c(c1)N(Cc1cccc(F)c1)C(=O)c1ccccc1S2,-0.3%
COc1ccc(CNC(=O)CS(=O)(=O)c2cccc3nsnc23)cc1,-2.1%
CCn1c(=O)n(-c2ccc(F)c(Cl)c2)c(=O)c2sc3ccccc3c21,1.8%
CCS(=O)(=O)N1CC(=O)N(c2cccc(C)c2C)C(C)(C(=O)NC2CCCCC2)C1 (configuration not stated),0.5%
CCOc1ccc(-c2cc(CCCC(=O)NCCc3ccc(SC)cc3)no2)cc1,12µM*
O=C(Nc1cc2ccc(O)cc2oc1=O)c1ccccc1,5.36µM*
O=C(CSc1nc(-c2ccccc2)[nH]c1-c1ccccc1)Nc1ccc2c(c1)OCO2,-14.0%
COCCNC(=O)CSc1nc2cc3c(cc2c(=O)n1CCCC(=O)NCc1ccc2c(c1)OCO2)OCO3,-1.0%
COc1ccc(NC(=O)NC2COc3ccccc3C2)cc1Cl (configuration not stated),-9.6%
CC(C)NC(=O)C1CCN(C(=O)c2cnn(-c3ccccc3)c2-n2cccc2)CC1,1.5%
Cc1ccc(C(=O)NCCc2ccc(Cl)cc2)cc1-n1c(C)nc2cccnc21,3.8%
CCOc1ccc(NC(=O)c2ccc(F)c(S(=O)(=O)NCc3ccc4c(c3)OCO4)c2)cc1,-12.1%
COc1ccc(OC)c(S(=O)(=O)NCCc2csc3nc(-c4ccccc4)nn23)c1,1.4%
Cc1ccc(-n2ncc3c(Nc4cccc(C)c4C)ncnc32)cc1,8.49µM*
Cc1cccc(-c2nc(S(=O)(=O)c3ccc(F)cc3)c(N3CCN(c4ccccc4)CC3)o2)c1,-2.0%
CCOc1ccc(-c2cc(C)n3nc(C(=O)Nc4ccc(C)c(C)c4)cc3n2)cc1,2.8%
Cc1ccc(Cl)cc1-n1ncc2c(N3CCC(C)CC3)ncnc21,-7.7%
Cc1oc(-c2ccccc2Cl)nc1CSc1nc2ncccc2[nH]1,-19.9%

An excerpt of these results, as labelled records:
smiles: Cc1ccc(C(=O)NCCc2ccc(Cl)cc2)cc1-n1c(C)nc2cccnc21
  FLuc modulator: 3.8%

smiles: CCOc1ccc(NC(=O)c2ccc(F)c(S(=O)(=O)NCc3ccc4c(c3)OCO4)c2)cc1
  FLuc modulator: -12.1%

smiles: COc1ccc(OC)c(S(=O)(=O)NCCc2csc3nc(-c4ccccc4)nn23)c1
  FLuc modulator: 1.4%

smiles: Cc1ccc(-n2ncc3c(Nc4cccc(C)c4C)ncnc32)cc1
  FLuc modulator: 8.49µM*

Additional compounds follow:
smiles,FLuc modulator
O=C(Nc1cc(F)ccc1F)C1CCN(c2nc3ccccc3n3cccc23)CC1,2.4%
CCc1nn(CC(=O)Nc2ccc(NC(C)=O)cc2)c(=O)c2cc3sccc3n12,-0.1%
COCCCNc1nc(NCc2cccc(Cl)c2)c2cnn(C)c2n1,-1.4%
CCCN(Cc1cccs1)C(=O)Nc1ccc(F)c(Cl)c1,0.0%
Cc1c(Cl)cccc1-n1ncc(C(=O)NCCN2CCN(C)CC2)c1C1CCN(C(=O)OC(C)(C)C)CC1,-2.8%
Cc1ccc(S(=O)(=O)c2nc(-c3cccc(Br)c3)oc2N2CCCCCC2)cc1,-2.7%
O=C(Cn1ncc2c(=O)oc3ccccc3c21)Nc1cc(F)ccc1F,-6.7%
Cc1ccc(Cl)cc1N1CCN(C(=O)COCc2cc(-c3ccc4c(c3)OCO4)on2)CC1,-19.3%
Cc1oc(-c2ccccc2)nc1CNC(=O)Nc1ccccc1,-3.1%
CCOCCCn1c(SCC(=O)Nc2ccc(CC)cc2)nc2ccccc2c1=O,-1.2%
Cc1ccc(C(=O)NCc2nnnn2-c2ccc(C)c(C)c2)cc1,-7.2%
Cc1ccc(OCC(=O)Nc2cccc(C(=O)OCc3cc(=O)n4nc(C)sc4n3)c2)cc1,9.53µM*
Cc1cc2c(cc3c(SCc4ccc(Cl)cc4)nncn32)o1,1.7%
COc1ccc(C(=O)N(Cc2ccco2)Cc2ccco2)cc1,-1.8%
CCOC(=O)C1CCN(c2ncnc3c2c(-c2ccccc2)cn3-c2ccc(C)c(Cl)c2)CC1,0.7%
COc1ccc(-n2c(SCC(=O)Nc3cc(C)cc(C)c3)nc3c(oc4ccccc43)c2=O)cc1,-0.9%
CC(=O)c1ccc(NC(=O)CN(C)S(=O)(=O)c2cnc[nH]2)cc1,-10.4%
O=C(Nc1ccc(F)c(Cl)c1)N1CCN(C(=O)c2nsc3ccccc23)CC1,0.0%
Cc1cccc(NC(=O)CSc2nc3ccc(NC(=O)c4ccccc4)cc3s2)c1,?
COc1cc2oc(=O)c(CC(=O)N3CCCCC3)c(C)c2cc1OC,-4.6%
Cc1ccc(OCC(=O)N(Cc2sccc2C)C2CCS(=O)(=O)C2)cc1 (configuration not stated),-2.7%
Cc1nn(CC(=O)NCc2cccc(Br)c2)c(=O)c2c1sc1ccccc12,2.8%
COc1cc(OC)cc(C(=O)Nc2cc(-c3nc4ccccc4s3)ccc2OC)c1,?
COc1ccc(CNC(=O)Cc2ccc(NC(=O)N3CCCCc4ccccc43)cc2)cc1,?
CCc1ccc(S(=O)(=O)c2nnn3c2nc(N(C)Cc2ccccc2)c2cc(Cl)ccc23)cc1,-1.5%
COc1ccc(-c2nnn3c2nc(NCc2ccc(C)cc2)c2ccccc23)cc1,-3.7%
Cc1ccc(NC(=O)c2c(C)oc3ccc(O)c(CN4CCOCC4)c23)cc1,2.0%
Cc1ccccc1NC(=O)c1sc2nc(-c3ccncc3)ccc2c1N,-0.5%
COC(=O)c1ccc(NC(=O)C2(S(=O)(=O)c3ccc(C)cc3)CC2)cc1,-1.5%
CCOc1ccc(NC(=O)c2sc3nc(-c4ccc(OC)cc4)cn3c2C)cc1,-8.0%
CCC1CN(C(=O)Nc2cc(C)ccc2OC)c2cc(Cl)ccc2O1 (configuration not stated),-16.5%
Cc1cccc(C(=O)N2CCc3cc(CNS(=O)(=O)c4cccs4)ccc32)c1,-1.5%
Cc1ccccc1C(=O)NC1(C(F)(F)F)N=C(c2ccccc2)N(Cc2ccccc2)C1=O (configuration not stated),-9.6%
COC(=O)c1cc2sc(C)cc2n1Cc1ccc(Br)cc1F,-1.4%
COCCCNC(=O)C1CCN(Cc2cc3ccccc3n2Cc2ccccc2C)CC1,-5.3%
COc1ccccc1NC(=O)c1cc(S(=O)(=O)NCCC2=CCCCC2)ccc1F,1.3%
COc1cccc(-n2c(=O)c3c(C)c(C)sc3n(CC(=O)NCc3ccc(C)cc3)c2=O)c1,0.5%
COc1ccc(N2CCN(CCCNC(=O)C3COc4ccc(OC)cc4C3)CC2)cc1 (configuration not stated),-0.3%
CCN(C(=O)c1noc2c1COc1ccc(C)cc1-2)c1cccc(C)c1,-6.2%
COc1ccc(-c2noc(CSc3nnc(C)n3-c3ccc(C)cc3)n2)cc1,-13.0%
CCSc1nc(-c2ccccc2)nc2c1Cc1c(CO)cnc(C)c1O2,-2.2%
Cc1ccc(C)c(NC(=O)Cn2cc(S(=O)(=O)Cc3cccc(Cl)c3)c3ccccc32)c1,-2.5%
CCOc1ccc(NC(=O)C(C)n2c(=O)cc(C)c3c(C)nn(-c4ccccc4)c32)cc1 (configuration not stated),1.4%
COc1cc2c(cc1OC)C(COc1ccc(C(C)C)cc1)N(C(=O)COc1ccccc1)CC2 (configuration not stated),-1.7%
CCC(C(=O)Nc1cc(C(F)(F)F)ccc1Cl)n1nc(C)c2sc3ccccc3c2c1=O (configuration not stated),?
COc1ccc(NC(=O)CSc2oc(-c3ccc(F)cc3)nc2S(=O)(=O)c2ccc(C)cc2)c(OC)c1,-1.6%
Cc1ccc(NC(=O)c2c(NC(=O)Cc3ccccc3)sc3c2CCC3)cc1,-6.8%
COc1ccc(C2C(=O)N(C3CCCCCC3)CC(=O)N2CCC2=CCCCC2)cc1 (configuration not stated),5.4%
O=c1[nH]c(=O)n(C2CCCCC2)c(O)c1C1=Nc2ccccc2SC(c2ccccc2)C1 (configuration not stated),-8.5%
Cc1ccccc1OCC(=O)Nc1ccc2[nH]c(=O)sc2c1,-17.8%

Later entries:
smiles,FLuc modulator
CCC1CN(C(=O)N2CCC(C(=O)NCCc3ccc(Cl)cc3)CC2)c2ccccc2O1 (configuration not stated),-8.5%
CCn1cc(S(=O)(=O)c2cccc(C)c2)c(=O)c2cc(F)c(N3CCCCC3C)cc21 (configuration not stated),1.6%
COc1ccc(NC(=O)c2c(C)oc3ccc(O)c(CN4CCC(C)CC4)c23)cc1Cl,-8.0%
COc1cccc(NC(=O)CSc2cc(C)c3ccccc3n2)c1,-18.9%
O=C(Nc1cc(Cl)ccc1Cl)c1ccc2c(c1)N(Cc1cccc(Cl)c1)C(=O)c1ccccc1S2=O (configuration not stated),-1.0%
CCCCSCCCNC(=O)CN1C(=O)c2cccnc2Oc2ccc(Cl)cc21,-16.8%
Cc1nn(CCCC(=O)Nc2cc(C(F)(F)F)ccc2Cl)c(=O)c2c1sc1ccccc12,-2.1%
Cc1ccc(NC(=O)CC(C)S(=O)(=O)c2ccc3c(c2)NC(=O)CO3)c(C)c1 (configuration not stated),-2.1%
Cc1cc(OCCn2c(CCNC(=O)C3CCCCC3)nc3ccccc32)ccc1Cl,-6.9%
CCCCNC(=O)C1CCC(Cn2c(=O)c3sccc3n(CC(=O)Nc3ccccc3)c2=O)CC1 (configuration not stated),-2.7%
CN(C)c1ccc(CNC(=O)c2cc3ccccn3n2)cc1,-17.3%
COc1ccc(-c2nc3scc(CCNS(=O)(=O)c4ccc(F)cc4F)n3n2)cc1OC,-9.6%
CC(=O)N1c2ccc(S(=O)(=O)NCC3CCC(C(=O)Nc4ccc(C)cc4)CC3)cc2CC1C (configuration not stated),-1.9%
Cc1ccc(-c2c3c(=O)n(C)c(=O)n(C)c3c3c(C)nc4ccccc4n23)cc1,-7.5%
CCOc1ccc(CNC(=O)CCc2cn(CC)c3ccccc23)cc1,2.2%
CCN1CCC(N(Cc2ccc(F)cc2)C(=O)Nc2ccc(C)c(F)c2)CC1,0.6%
COc1ccc(CNC(=O)CCc2nc(-c3ccc(C)cc3)no2)c(OC)c1,-3.8%
CCc1ccccc1NC(=O)CC1Sc2ccc(C(F)(F)F)cc2NC1=O (configuration not stated),5.4%
Cc1cc(C)cc(-n2c(SCC(=O)Nc3ccccc3F)nc3c(oc4ccccc43)c2=O)c1,-6.0%
Cc1cccc(C(=O)Nc2ccc3nc(SCCOc4ccccc4)sc3c2)c1,1.0%
CCOC(=O)c1c(C)[nH]c(CCC(=O)NCc2cccc(OC)c2)c1C,-6.3%
Cc1ccc(NS(=O)(=O)c2ccc3[nH]c4c(c3c2)CCCCC4)cc1,-14.6%
CCOc1ccccc1CNC(=O)c1ccc(NC(=O)N2CC(C)Sc3ccccc32)cc1 (configuration not stated),-11.6%
COc1ccccc1-c1cc(C(=O)Nc2sc3c(c2C#N)CCCC3)no1,-4.1%
Cc1cc(C)cc(-n2ccnc2SCC(=O)Nc2ccc(C)cc2C)c1,-18.2%
O=C(NCc1ccccc1Cl)c1ccc(NC(=O)N2CCSc3ccccc32)cc1,-9.0%
O=C1C(c2ccc(F)cc2)N(Cc2ccccc2Cl)C(=O)CN1C1CCCCC1 (configuration not stated),-3.8%
Cc1cccc(Cn2cnc3c(cnn3-c3ccc(Cl)cc3)c2=O)c1,-0.1%
Cc1cccc(CCNC(=O)C2CCC(CNS(=O)(=O)c3c(C)cc(C)cc3C)CC2)c1 (configuration not stated),-0.6%
Cn1nnnc1SCCCNCc1cc(Br)ccc1OCc1ccccc1F,-6.9%
Cc1ccc(S(=O)(=O)c2cn(CC(=O)Nc3ccc(Cl)cc3)c3ccc(F)cc3c2=O)cc1C,1.8%
Cc1cccc(-c2nc3c4ccccc4n(Cc4cccc(Cl)c4)c(=O)n3n2)c1,-7.2%
COc1ccc2c(c1)CCc1c(C(=O)Nc3ccc(OC)cc3OC)noc1-2,-6.1%
N#C/C(=C\c1ccc(Cl)cc1Cl)c1nc(-c2cccc(Cl)c2)cs1,-1.7%
O=C(CSc1nc2c([nH]c3ccccc32)c(=O)n1-c1cccc(Cl)c1)NCc1ccccc1,-3.9%
O=C(CCCCn1c(=O)c2ccccc2n(Cc2ccc(Cl)cc2)c1=O)NCc1ccccc1Cl,-7.8%
Cc1cccc(C)c1NC(=O)CN1C(=O)c2cccc3cccc1c23,2.9%
COc1ccc(-n2ncc3c2ncn2nc(-c4ccc(OC)c(OC)c4)nc32)cc1,-0.3%
CCc1cnc2c(c1SCC(=O)Nc1ccc(C(=O)OC)cc1)c(=O)n(C)c(=O)n2C,-0.4%
CC1=C(C(=O)Nc2ccccc2)C(c2ccc(O)cc2)n2nc(-c3ccc(Cl)cc3)nc2N1 (configuration not stated),-16.6%
CCn1cc(C(=O)N2CCN(c3ccccc3OC)CC2)c(=O)c2cc(S(=O)(=O)N3CCC(C)CC3)ccc21,-13.2%
COc1ccc(NC(=O)C2CCN(S(=O)(=O)c3cc(-c4noc(C)n4)ccc3C)CC2)cc1,-6.5%
CCOc1cc(/C=C(\C#N)C(=O)Nc2ccc(C)cc2)ccc1OCc1cc(=O)n2nc(CC)sc2n1,-1.6%
Cc1ccc(CNC(=O)c2ccc(Cn3c(SCc4ccc(F)cc4)nc4cccnc43)cc2)o1,3.79µM*

Source: PubChem BioAssay
